Mito fusion act: mitochondrial division inhibition or fusion activation. S. cerevisiae fusion-defective mutant growth rescue, CellTiterGlo 48 h. Potency, µM (highest dose often 46.1 µM), without a hit: at the highest dose growth rescue (activation), hits mostly activators. 320,000 compounds, 0.23% hits. AID 485298;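 further: potency means the concentration at half of the fitted maximal effect; % of control where 0% means no effect; nearly all actives have a fitted effect of over 45% in size; temperature-sensitive fusion mutants such as fzo1-1 at 37 °C on non-fermentable ethanol glycerol medium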
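S. cerevisiae fusion-defective temperature-sensitive mutants (e.g. fzo1-1, mgm1-5) grown 48 h at 37C in YPEG (ethanol/glycerol non-fermentable) medium with 23 nl compound per well; growth rescue read as CellTiterGlo luminescence.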
Menin-MLL TR inh: menin-MLL binding inhibition, Texas Red mutant peptide; 270,000 compounds, 0.23% hits; Menin + Texas Red MLL mutant peptide, fluorescence polarization; AID 1768; Potency, µM (series often up to 61.6 µM), for the others: at the highest dose FP activity change, negative = inhibition, usual class: inhibitors; O00255; active means well fitted inhibition curve with a large enough effect in the polarisation, with a control signal flat, not every such curve was filed as active; inconclusive means small, poorly fitted or top-dose-only effect, or effect the other way, or a change in a side signal; inactive means no such curve, though single readings can be large or run the other way; the % refers to the polarisation; further: potency means the concentration at half of the fitted maximal effect; % of control where 0% means no effect; many of its hits are not listed in these tables
S-ASM inh: human S-ASM enzyme inhibition; 340,000 compounds, 0.006% hits; placental ASM, HMU-PC fluorogenic substrate, 60 min; P17405; Potency, µM (doses to about 57.5 µM), without a hit: at the top dose activity change, negative = inhibition, hits mostly inhibitors; further: potency means the concentration at half of the fitted maximal effect
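Human placenta-derived ASM preincubated with compound 10 min at room temperature, then reacted with 9 uM (final) fluorogenic HMU-PC substrate for 60 min at 37 C. Stop solution raises pH to 10; fluorescence read at Ex 386/Em 447 nm.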
PTAP TSG101 blk: blocks PTAP/TSG101 interaction to inhibit HIV-1 budding. Q99816. Fluorescence polarization, FITC-PTAP peptide / Tsg101 binding. Potency, µM (top dose mostly 115 µM), for inactives: at the top dose activity change, negative = inhibition, most hits filed as inhibitors. 340,000 tested, under 10 active. AID 493005; active means well fitted inhibition curve with a large enough effect in the main read-out, with a control signal flat, not every such curve was filed as active; inconclusive means small, poorly fitted or top-dose-only effect, or effect the other way, or a change in a side signal; inactive means no such curve, though single readings can be large or run the other way; further: potency means the concentration at half of the fitted maximal effect; % of control where 0% means no effect
Target sequence (Q99816 whole entry, looked up): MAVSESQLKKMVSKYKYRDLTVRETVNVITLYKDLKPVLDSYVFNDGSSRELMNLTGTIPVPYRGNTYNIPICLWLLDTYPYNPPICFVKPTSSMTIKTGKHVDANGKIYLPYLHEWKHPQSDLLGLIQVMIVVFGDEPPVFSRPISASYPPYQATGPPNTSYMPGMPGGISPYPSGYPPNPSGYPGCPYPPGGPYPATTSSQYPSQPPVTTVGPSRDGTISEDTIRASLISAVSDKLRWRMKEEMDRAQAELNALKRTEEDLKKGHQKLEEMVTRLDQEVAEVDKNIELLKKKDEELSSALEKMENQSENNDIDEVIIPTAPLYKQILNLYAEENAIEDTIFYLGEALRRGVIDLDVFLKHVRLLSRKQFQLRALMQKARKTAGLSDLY
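Steps: Tsg101 binding domain dispensed (10 uM final), compounds pinned in DMSO, FITC-labeled PTAP-motif peptide added (50 nM final); after 20 min binding at room temperature, polarization measured.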
TCR activator: activators of T cell receptors | primary human leukocytes, anti-CD3, IL-2 HTRF, 48 h | Potency, µM (series often up to 9.22 µM), for the others: at the top dose activation of IL-2 secretion, hits mostly activators | 330,000 tested, under 10 active; further: % of control where 0% means no effect
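Using a-CD3 beads without co-stimulation, primary human leukocytes were exposed to compounds for 48 hr. An HTRF IL-2 kit measured the cytokine, with europium-to-d2 energy transfer producing emission at 665nm upon 320nm excitation.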
AT treatment: potential ataxia-telangiectasia treatment; AID 485349; Potency, µM (doses to about 57.5 µM), for inactives: top-dose activation, usual class: activators; […] A-T fibroblasts, KAP-1 phosphorylation AlphaLISA; neocarzinostatin DNA damage 30 min before lysis; 320,000 compounds, 0.19% hits; further: potency means the concentration at half of the fitted maximal effect; % of control where 0% means no effect; nearly all actives have a fitted effect of over 45% in size
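hTERT-immortalized A-T patient fibroblasts ([…]), 500 cells/well in OPTI-MEM, 1% FBS, got compounds for 60 min, then NCS for 30 min at 37C. Lysates were then assayed for phospho-KAP-1 by AlphaLISA (anti-pKAP1 donor, anti-KAP1 acceptor beads), 6 hr at 25C.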
Integrin act MD: integrin-mediated muscular dystrophy alleviation activation; Potency, µM (top dose mostly 38.3 µM), for the others: at the top dose activation, most hits filed as activators; alpha7betagal myoblasts, beta-gal FDG fluorescence, 48 h; AID 624291; 350,000 compounds, 0.064% hits;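 further: potency means the concentration at half of the fitted maximal effect; 100% = response of the positive control SU9516; nearly all actives have a fitted effect of over 60% in size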
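alpha7betagal+/- myoblasts (passage 13, 250/well) treated 48 h at 37C with compounds at 1:260 dilution of DMSO stock. Lysed, then beta-galactosidase activity read as FDG fluorescence (ex 480/em 540) after 30 min, with pre-read for autofluorescence.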
TSHR antagonist: antagonists of human thyroid stimulating hormone receptor | AID 504810 | P16473 | activity change, negative = inhibition, % at 11.5 µM | TSHR-expressing cells, TSH-stimulated cAMP HTRF, 2 h; stronger effect = lower value | 330,000 compounds, 0.2% hits;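 active means activity change below a set negative limit, meaning inhibition stronger than a set level, cut at about -70% in these data; inconclusive means activity change between two set negative limits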; further: on the % scale 0 is the no-effect control and ±100 the full control effect
Target sequence (P16473 whole entry, looked up): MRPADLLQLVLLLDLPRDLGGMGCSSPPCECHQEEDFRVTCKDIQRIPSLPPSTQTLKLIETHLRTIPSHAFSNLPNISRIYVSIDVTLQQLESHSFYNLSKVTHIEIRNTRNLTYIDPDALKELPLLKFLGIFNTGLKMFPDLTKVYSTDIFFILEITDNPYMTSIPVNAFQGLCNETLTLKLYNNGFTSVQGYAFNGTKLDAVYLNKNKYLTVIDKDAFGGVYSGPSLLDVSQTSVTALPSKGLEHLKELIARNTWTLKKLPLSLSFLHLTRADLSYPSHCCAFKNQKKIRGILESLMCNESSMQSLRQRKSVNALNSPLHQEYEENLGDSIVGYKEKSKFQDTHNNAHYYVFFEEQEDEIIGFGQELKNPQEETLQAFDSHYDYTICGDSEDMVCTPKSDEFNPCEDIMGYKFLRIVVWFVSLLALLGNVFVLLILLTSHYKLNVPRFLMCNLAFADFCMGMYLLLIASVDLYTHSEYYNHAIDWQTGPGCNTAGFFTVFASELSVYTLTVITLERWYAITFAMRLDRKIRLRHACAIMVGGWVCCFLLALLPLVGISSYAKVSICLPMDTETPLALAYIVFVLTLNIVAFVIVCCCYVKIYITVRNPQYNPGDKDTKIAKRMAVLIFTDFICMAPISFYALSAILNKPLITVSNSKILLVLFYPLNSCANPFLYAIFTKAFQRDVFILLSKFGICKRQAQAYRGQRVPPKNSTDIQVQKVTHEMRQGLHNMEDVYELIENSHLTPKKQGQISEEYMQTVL
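Freshly harvested TSHR cells receive pin-tooled compound, then EC80 TSH at 4nM final. After 2 hours at 37 deg C, antibody in lysis buffer and cAMP-d2 are added; 30 minutes at ambient temperature precede the HTRF read.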
MLL CXXC-DNA inh: inhibitors of human MLL CXXC domain-DNA interaction | Q03164 | MLL-CXXC / FITC-HOXA9 DNA fluorescence polarization | Potency, µM (doses to about 115 µM), for inactives: top-dose activity change, negative = inhibition, hits mostly inhibitors | 290,000 compounds, 0.037% hits | AID 2662; active means well fitted inhibition curve with a large enough effect in the polarisation, with a control signal flat, not every such curve was filed as active; inconclusive means small, poorly fitted or top-dose-only effect, or effect the other way, or a change in a side signal; inactive means no such curve, though single readings can be large or run the other way; the % refers to the polarisation; further: potency means the concentration at half of the fitted maximal effect
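Steps: dispense CXXC domain solution (7 uM) → pin compounds or unlabeled HOX-A9 DNA control → 5 min ambient → add FLSN-HOX-A9 solution (50 nM) → spin → 30 min ambient → fluorescence polarization. Tris pH 7.5/NaCl/DTT/BSA buffer.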
MBNL1-CUG inh: MBNL1-poly(CUG) RNA binding inhibition | TR-FRET MBNL1-His/biotin-(CUG)12 binding, 665/545 ratio | Potency, µM (doses to about 57.5 µM), without a hit: top-dose activity change, negative = inhibition, most hits filed as inhibitors | 280,000 compounds, 0.036% hits; active means well fitted inhibition curve with a large enough effect in the signal ratio, with a control signal flat, not every such curve was filed as active; inconclusive means small, poorly fitted or top-dose-only effect, or effect the other way, or a change in a side signal; inactive means no such curve, though single readings can be large or run the other way; the % refers to the signal ratio; further: potency means the concentration at half of the fitted maximal effect; on the % scale 0 is the no-effect control and ±100 the full control effect
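Inhibition of protein-RNA binding appears as loss of TR-FRET between terbium anti-His antibody on MBNL1-His and streptavidin-XL665 on biotin-(CUG)12. Activity is normalized to buffer-only and uninhibited-complex controls.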
Active calls of the source: *; ? = inconclusive; · = not tested or not shown; [ ] = remark or other dose. Unless noted, the call rests on the fitted dose curve; in most records, active means well fitted curve in the direction sought with a large enough effect; inconclusive means small, poorly fitted or top-dose-only effect, or another doubt; inactive means no such curve, though single readings can be large; an effect the other way counts as inactive or inconclusive.

SMILES | Mito fusion act | Menin-MLL TR inh | S-ASM inh | PTAP TSG101 blk | TCR activator | AT treatment | Integrin act MD | TSHR antagonist | MLL CXXC-DNA inh | MBNL1-CUG inh
CCn1c2c(c(=N)c3c1CCC3)CCC2 | 0.0% | -9.3% | 0.7% | -0.6% | -2.2%[46.1 µM] | -3.5% | 15.7% | -5.8 | 25.9% | -10.1%
Cc1cc(Br)c(NC(=O)COC(=O)c2ccc[n+]([O-])c2)c(Br)c1 | · | · | -1.2% | -0.3% | -2.0% | 4.1% | 16.3% | -5.0 | · | ·
NC(=O)c1ccccc1NC(=O)c1ccc2ccccc2c1 | 4.7% | ? | 3.7% | 0.5% | 1.3% | 7.2% | -15.1% | -17.0 | -18.5% | 39.9%[activator]
O=[N+]([O-])c1ccc2nc(C(O)C(O)c3nc4ccc([N+](=O)[O-])cc4[nH]3)[nH]c2c1 (stereo not drawn) | 1.9% | ? | -5.0% | -3.3% | · | -11.7% | -7.3% | 30.0 | 42.8%[activator] | ?
Cn1c(=O)c2cn3c(c2n(C)c1=O)C(c1ccccc1)CC(c1ccccc1)=N3 (stereo not drawn) | -1.5% | 1.5% | -0.9% | 0.6% | -5.7% | · | -3.7% | · | 15.8% | 3.1%
Nc1c(C(=O)N/N=C/c2ccc(OCc3ccccc3)cc2)cnn1-c1ccccc1 | -0.7% | · | 4.5% | -7.0% | -5.1% | -8.0% | -29.9% | 9.1 | 16.5% | 1.7%
CCn1c(=O)cc(SCC(=O)NCCC2=CCCCC2)c2ccccc21 | 6.2% | ? | -1.5% | -0.4% | -7.7%[46.1 µM] | 3.4% | 25.7% | -20.9 | 1.9% | -7.1%
C/C=C(\C)CN1CCC(n2nccc2NC(=O)CCCc2ccccc2)CC1 | 1.9% | · | -0.2% | · | -3.0% | 10.0% | -1.1% | -5.5 | 3.9% | 3.7%
Cc1ccsc1C(=O)N[C@@H](C)c1nnc2ccccn12 | 1.9% | · | 2.5% | -1.2% | -0.3% | -1.6% | ? | -8.7 | 21.9% | -4.5%
CC(=O)c1ccc(NS(=O)(=O)c2ccc(N)cc2)cc1 | 7.6% | -21.8% | 3.7% | -2.7% | 5.3% | 13.5% | 13.0% | 26.2 | 5.6% | -4.4%
Cc1cccc(C)c1-n1c(C)nn(Cc2ccc([N+](=O)[O-])cc2)c1=O | -3.0% | -0.4% | 5.2% | -0.2% | 1.2% | -3.1% | 7.2% | 14.1 | 1.3% | ?
C=CCSc1nc2c(c(C3CC=CCC3)c1C#N)CCC2 (stereo not drawn) | 4.5% | -2.4% | -12.1% | -0.3% | -5.4%[46.1 µM] | · | -18.1% | -24.5 | -0.3% | -12.7%
NC(=O)c1cnccc1C=Cc1ccccc1 | · | · | 59.7%[activator] | -0.5% | 6.9% | · | -5.9% | · | · | ·
O=C(Cc1c(F)cccc1Cl)NNC(=O)Nc1ccc2c(c1)OCO2 | 0.2% | -7.3% | 0.0% | 0.0% | -5.3% | -5.5% | ? | 2.3 | ? | -1.9%
Cc1cc(C(=O)NNS(=O)(=O)c2ccc(C(C)(C)C)cc2)nn1C(C)(C)C | ? | · | -0.6% | -5.2% | 1.0% | 7.9% | -42.5% | -0.1 | -5.2% | -5.2%
CCOc1ccccc1-n1c(C)nc2cc(C(=O)O)ccc21 | 8.5% | -10.5% | -0.5% | -2.4% | -14.2% | -1.4% | -1.7% | -12.9 | 14.5% | 2.3%
Cc1ccc(NC(=O)C2=C(c3ccccc3)S(=O)(=O)CCS2(=O)=O)cc1 | -3.4% | 14.9% | -0.9% | 1.1% | -5.2% | ? | -75.0%[inhibitor] | -47.7 | -8.1% | -2.3%
O=C(Nc1ccc(Br)cc1)C1CCN(C(=O)c2ccco2)CC1 | 9.3% | 14.4% | 5.7% | 0.1% | -2.1% | -0.4% | -9.0% | 1.2 | 2.4% | -13.2%
CC(=O)c1ccc(OCc2cc(C(=O)NC(C)Cc3ccccn3)no2)cc1 (stereo not drawn) | -3.2% | -11.5% | 0.5% | -4.6% | 12.6% | 0.5% | -41.9% | -9.6 | 22.7% | 4.1%
Cc1cccc(C(=O)NCC(=O)NCCCSc2ccccc2)c1 | 4.6% | · | -5.1% | -2.5% | 4.8% | 4.8% | -41.6% | 13.3 | · | ·
CC(=O)N1N=C(c2ccc(C)cc2)CC1c1ccco1 (stereo not drawn) | 8.2% | -23.5% | -2.2% | -4.9% | -5.3% | -2.2% | -20.3% | -1.3 | 6.1% | 2.2%
CSC1=N/C(=C\c2ccc(C)cc2)C(=O)S1 | -0.5% | 25.9% | -5.7% | -1.8% | -2.9% | 0.0% | -1.1% | -8.0 | ? | 2.3%
COc1ccc(C(NC(=O)/C=C\c2ccco2)c2ccc(OC)c(OC)c2)cc1 (stereo not drawn) | -7.5% | 1.8% | -3.3% | -2.4% | 4.5% | -13.6% | -27.5% | 2.0 | 7.7% | 9.2%
COc1ccc(CCNC(=O)CC(c2ccccc2)c2cccc(C)c2O)cc1OC (stereo not drawn) | -3.2% | 1.2% | -1.7% | -3.7% | 0.5% | -4.0% | -43.5% | -23.6 | 11.9% | 1.6%
CCN(C(=O)COC(=O)c1cccc(NS(=O)(=O)c2ccc(F)c(F)c2)c1)C1CCS(=O)(=O)C1 (stereo not drawn) | 4.3% | 15.9% | · | · | · | 4.7% | · | -0.5 | -8.4% | -3.6%
CCOC(=O)C1(Cc2ccc(Cl)cc2)CCN(Cc2ccon2)CC1 | 1.4% | ? | 0.8% | -5.8% | -6.5% | 4.5% | -18.3% | -3.1 | 1.3% | 9.5%
COC(=O)c1ccc(C(=O)OC)c(NC(=O)CSc2nnc(-c3ccccc3Cl)o2)c1 | · | · | 8.6% | -6.8% | -7.6% | · | 8.6% | · | · | ·
CC1CCN(S(=O)(=O)c2nnc(NC(=O)COc3ccccc3)s2)CC1 | 13.1% | 38.5%[activator] | -2.3% | -1.1% | -2.4% | 4.9% | 2.9% | -3.9 | -9.7% | -7.6%
Cc1ccc2c(Cl)c(C(=O)NC3CC3)sc2c1 | 1.9% | · | 1.3% | -0.1% | -3.3% | -0.1% | 10.3% | -25.1 | 10.2% | -3.9%
COCCNC(=O)CSc1nnc(-c2ccccc2F)n1Cc1ccccc1 | 1.0% | -0.8% | -1.0% | -1.4% | 10.0% | -1.6% | -1.5% | 1.5 | 1.9% | -0.8%
CC1(C)CC(=O)C=C(N2CCN(C3=CC(=O)CC(C)(C)C3)CC2)C1 | 4.1% | -3.2% | · | · | · | -0.8% | · | 0.7 | -0.1% | -1.3%
COC(=O)c1[nH]c(C)c(/C(O)=C2\C(=O)C(=O)N(CCN3CCOCC3)C2c2ccco2)c1C (stereo not drawn) | 3.5% | · | 4.7% | -5.4% | 6.6% | 3.7% | 9.7% | 3.3 | -2.1% | ·
CN(CC(=O)Nc1cccc(C#N)c1)Cc1ccc(Cl)cc1 | -6.7% | 1.3% | -4.3% | -1.6% | 4.2% | -0.1% | -6.0% | -5.8 | -3.5% | -1.1%
CCOc1ccc(C(=O)Nc2c3c(nn2-c2ccc(F)cc2)CS(=O)C3)cc1 (stereo not drawn) | 0.3% | 1.8% | 0.5% | -5.4% | -7.0% | · | 0.4% | -9.9 | 2.9% | -2.2%
Cc1cc(NC(=O)C(C)(C)C)no1 | -9.8% | 24.9% | 5.7% | 1.4% | -7.4% | -3.7% | 10.0% | 5.3 | 8.4% | -2.0%
COc1ccccc1N(CC(O)Cn1ccnc1C)S(=O)(=O)c1ccccc1 (stereo not drawn) | -31.5%[inhibitor] | ? | 12.5% | -7.5% | -1.5% | 0.2% | 2.2% | -5.1 | -3.8% | -2.3%
COc1cc(C2NC(=O)NC(C)=C2C(=O)OCC2CCCCC2)cc(Cl)c1O (stereo not drawn) | -0.5% | -2.4% | -2.9% | -4.7% | 7.6% | -8.6% | ? | -6.5 | 1.7% | -12.8%
Cc1cc(NC(=O)CSc2nnc3c(C)cc4c(C)ccc(C)c4n23)no1 | 0.2% | -16.1% | 0.9% | -8.4% | · | -8.0% | -30.9% | 5.9 | -0.4% | 9.8%
CCOc1ccccc1C1NC(=O)c2ccccc2N1 (stereo not drawn) | · | · | 168.3%[activator] | -6.7% | 0.2% | · | -29.7% | · | · | ·
COc1cc(NC(=O)c2cccs2)c(OC)cc1NC(=O)c1ccco1 | · | -11.4% | 36.2%[activator] | -2.0% | -2.6%[46.1 µM] | 5.9% | 2.1% | 4.3 | -1.0% | 12.2%[11.5 µM]
Cc1cc(C)cc(OCC(=O)N2CCc3ccccc3C2)c1 | 3.3% | -12.2% | -0.3% | -0.8% | 0.7% | 6.8% | 43.1% | 6.5 | 2.8% | 1.6%

Source: PubChem BioAssay (National Center for Advancing Translational Sciences (NCATS))

This is a subset. The share of hits here may be higher or lower than overall.
